# GLP-1R inv ag – qHTS of GLP-1 Receptor Inverse Agonists (Inhibition Mode); Glucagon-like peptide 1 receptor (Homo sapiens), P43220; 410,000 compounds, 1.6% hits; Potency, µM (titrated, usually from 38.3 µM), for inactives: at the top dose activity change, negative = inhibition, most hits filed as inhibitors; HEK293 GLP-1R CRE-luciferase, luminescence, 24 h; GLP-1R form is constitutively active; note: potency is the fitted concentration of half-maximal effect; % is set by controls: 0 for no effect and ±100 for the full control effect; nearly all actives have a fitted effect of over 55% in size
#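 Constitutively active GLP-1R drives a cAMP-responsive luciferase in stably transfected HEK293 cells; test compounds are added after overnight (12 h) attachment and left 24 hr, and signal loss in luminescence marks inhibition.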
# IL2 activator – qHTS of IL-2 Activators; IL-2 activation reporter assay, cell-based qHTS; stimulated with anti-CD3/CD4/CD28 beads; in transgenic mouse T cells; activation, % (series mostly up to about 46 µM); 360,000 compounds, 0.065% hits; AID 652025, 2013; in the data active = activation above about 50%; inconclusive = mostly about 30% to 49%; note: 0% is about no effect
#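 Screening format: compound pinned onto unstimulated transgenic mouse T cells, 60 min incubation, then anti-CD3/anti-CD4/anti-CD28 bead stimulation for 18 hours at 37 degrees C, followed by EGFP and DsRed detection.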
# DRD3 antagonist – qHTS of D3 Dopamine Receptor Antagonist: qHTS; D3R cells, DiscoveRx beta-arrestin luminescence, antagonist mode; hits give low values; max response, negative = inhibition, %; 360,000 compounds, 2.5% hits; in the data active = max response below about -50%; inconclusive = no clear call, values can overlap the other calls; note: % is set by controls: 0 for no effect and ±100 for the full control effect; mostly tested at two doses, the higher about 12 µM
#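 Cells plated overnight at 1500 cells/well, then exposed to library compounds with dopamine controls for 90 minutes at 37 degrees C. DiscoveRx reagent added for 30–60 minutes at room temperature; luminescence read, quantitative HTS format.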
# DRD3 agonist – qHTS of D3 Dopamine Receptor Agonist: qHTS | D(3) dopamine receptor (Homo sapiens), P35462 | D3R DiscoveRx beta-arrestin cells, luminescence, 90 min | max activation, % | 410,000 compounds, 0.58% hits | AID 652048, 2013; in the data active = max activation above about 30%; note: 0% is about no effect; mostly tested at two doses, the higher about 12 µM
#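 Agonist-mode cell screen: cells plated at 1500/well and incubated overnight at 37 °C, then exposed to library compounds for 90 min at 37 °C. Detection reagent was added for 30–60 min at room temperature, and luminescence was read.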
# PI5P4Ka inh – qHTS for Inhibitors of phosphatidylinositol 5-phosphate 4-kinase (PI5P4K) | PI5P4Kalpha enzyme, ADP-Glo luminescence, 60 min; hits give low values | max response, % | 330,000 compounds, 1.2% hits | AID 652105, 2013; active = max response of -50% or lower; inconclusive = between -30% and -50%; inactive = -30% or higher; note: value at the top dose of about 77 µM; % is set by controls: 0 for no effect and ±100 for the full control effect
# Target sequence (P48426 whole entry, looked up): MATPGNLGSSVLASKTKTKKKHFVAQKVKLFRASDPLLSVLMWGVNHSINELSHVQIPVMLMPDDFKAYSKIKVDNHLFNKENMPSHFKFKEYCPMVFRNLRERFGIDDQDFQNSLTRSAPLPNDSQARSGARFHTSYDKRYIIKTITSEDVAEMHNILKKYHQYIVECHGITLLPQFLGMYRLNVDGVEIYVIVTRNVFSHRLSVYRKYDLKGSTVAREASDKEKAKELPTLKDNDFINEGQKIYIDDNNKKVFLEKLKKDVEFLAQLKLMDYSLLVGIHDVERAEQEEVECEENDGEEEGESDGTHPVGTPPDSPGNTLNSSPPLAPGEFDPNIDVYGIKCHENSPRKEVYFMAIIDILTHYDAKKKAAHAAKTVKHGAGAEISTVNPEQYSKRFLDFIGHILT
#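 PI5P4Kalpha ADP-Glo assay; 5 microM ATP final; 60 min RT reaction; HEPES pH 7.4/EGTA/CHAPS, 5% DMSO; controls lacking substrate or enzyme; luminescent end-point.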
# PLK1 PBD block – qHTS for Inhibitors of PLK1-PDB (polo-like kinase 1 - polo-box domain): Primary Screen; Serine/threonine-protein kinase PLK1 (Homo sapiens), P53350; Plk1 PBD binding of FITC phosphopeptide, fluorescence polarization; Potency, µM, without a hit: max response, negative = inhibition, actives largely listed as inhibitors; 360,000 compounds, 2.8% hits; AID 720504, 2013; note: potency is the fitted concentration of half-maximal effect; series mostly up to about 57 µM; % is set by controls: 0 for no effect and ±100 for the full control effect; nearly all actives have a fitted effect of over 65% in size
# Target sequence (P53350 whole entry, looked up, the tested form may be a part): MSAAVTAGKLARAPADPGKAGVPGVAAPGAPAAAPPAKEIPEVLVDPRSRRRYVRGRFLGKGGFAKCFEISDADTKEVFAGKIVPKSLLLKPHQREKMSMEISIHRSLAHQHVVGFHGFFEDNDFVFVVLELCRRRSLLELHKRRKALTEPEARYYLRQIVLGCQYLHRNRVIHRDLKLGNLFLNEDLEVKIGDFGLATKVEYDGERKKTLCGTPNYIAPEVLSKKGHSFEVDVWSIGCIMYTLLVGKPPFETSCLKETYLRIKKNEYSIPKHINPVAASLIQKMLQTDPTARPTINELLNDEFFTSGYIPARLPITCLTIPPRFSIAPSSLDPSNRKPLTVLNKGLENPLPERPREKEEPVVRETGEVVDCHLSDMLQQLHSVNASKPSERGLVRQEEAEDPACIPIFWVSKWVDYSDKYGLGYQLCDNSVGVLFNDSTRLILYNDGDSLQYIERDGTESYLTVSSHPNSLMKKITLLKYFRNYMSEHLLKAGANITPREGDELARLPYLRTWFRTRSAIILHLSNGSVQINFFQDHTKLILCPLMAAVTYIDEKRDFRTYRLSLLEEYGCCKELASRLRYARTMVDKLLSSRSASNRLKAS
# GLP1R cytotox – qHTS of GLP-1 Receptor Inverse Agonists: Cytotox Screen. HEK293 cAMP-luciferase reporter cells, luminescence, 24 h. Potency, µM (highest dose often 38.3 µM), without a hit: top-dose activity change, negative = inhibition, usual class: inhibitors. 410,000 compounds, 0.13% hits. AID 624418, 2012;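 note: loss of luciferase light is scored as toxicity; potency is the fitted concentration of half-maximal effect; % is set by controls: 0 for no effect and ±100 for the full control effect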
#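 Quantitative HTS format, 1536 wells, 200 cells/uL seeded. Compounds: 23 nL, 24 h, 37 °C. Detection: luciferase reagent, luminescence at 12 min RT; decreased signal taken as cytotoxic.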
# GLP1R ag – qHTS of GLP-1 Receptor Agonists | Glucagon-like peptide 1 receptor (Homo sapiens), P43220 | HEK293 GLP-1R CRE-luciferase, luminescence, 4-6 h; cells express a hypersensitive GLP-1R form | Potency, µM (series often up to 45.6 µM), without a hit: at the top dose activation, actives largely listed as activators | 380,000 compounds, 0.007% hits; note: potency is the fitted concentration of half-maximal effect; % of control where 0% means no effect
# WRN helicase inh – qHTS for Inhibitors of WRN Helicase. Bifunctional 3'-5' exonuclease/ATP-dependent helicase WRN (Homo sapiens), Q14191. WRN helicase unwinding, fluorescent forked duplex, kinetic. Potency, µM (series often up to 114 µM), without a hit: at the top dose activity change, negative = inhibition, most hits filed as inhibitors. 360,000 compounds, 0.46% hits; note: potency is the fitted concentration of half-maximal effect; % is set by controls: 0 for no effect and ±100 for the full control effect; nearly all actives have a fitted effect of over 55% in size
#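 Screening of the MLSMR collection measured strand separation of a quenched forked DNA duplex (100 nM) by 20 nM WRN with 2 mM ATP, all final. Compounds were preincubated with enzyme 15 min at room temperature.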
# * marks the source's active call; other numbers are inactive results; ? = inconclusive; nt = no result given; & = joins results of further samples; [ ] = remark or other dose. Unless noted, calls come from the whole dose curve; as a rule, active = well fitted curve in the direction sought with a large enough effect; inconclusive = small, poorly fitted or top-dose-only effect, or another doubt; inactive = no such curve, though single readings can be large; an effect the other way counts as inactive or inconclusive.
SMILES | GLP-1R inv ag | IL2 activator | DRD3 antagonist | DRD3 agonist | PI5P4Ka inh | PLK1 PBD block | GLP1R cytotox | GLP1R ag | WRN helicase inh
CCc1nc(SCC(=O)O)c2c3c(sc2n1)COC(C)(C)C3 | 12% | -2.8 | -4 | 5 | 4 | -13% | -1% | 2% | -12%
CCOc1ccccc1N(CC(=O)Nc1ccccc1C(=O)N1CCCC1)S(C)(=O)=O | 7% | 0.0 | -14 | -6 | 5 | -11% | 21% | 6% | 0%
O=C(O)Cc1cccc(=O)c(O)c1C(=O)O | 2% | 2.4 | -16 | -2 | -18 | ? | 6% | -4% | ?
COc1cc(OC)cc(C(=O)N2CCC(C(=O)Nc3ccc4c(c3)OCCO4)CC2)c1 | 3% | -0.1 | -12 | 4 | 2 | -11% | 12% | 1% | -22%
CCCN(Cc1cc2cccc(C)c2[nH]c1=O)C(=O)c1cccc(OC)c1 | -7% | -0.2 | 25 | 6 | -7 | 3% | -16% | 0% | 1%
N#Cc1ccc(NC(=O)CCc2nc3ccccc3s2)cc1 | 10% | 0.3 | 34 | 2 | -28 | -12% | 2% | 0% | -1%
CC(Sc1nc(-c2ccc(F)cc2)cs1)C(=O)Nc1ccc(Cl)cn1 (configuration not stated) | 2% | -1.0 | 42 | 12 | 2 | -7% | -1% | -1% | 0%
COc1cccc(C(=O)C2CCCN(C(=O)c3ccccn3)C2)c1 (configuration not stated) | -4% | -1.7 | 5 | 1 | 9 | -4% | -11% | 6% | -8%
Cc1cc(C)c2c(=O)n(CC(=O)NCCCN3CCN(c4ccccc4F)CC3)sc2n1 | ? | -2.3 | -70* | 8 | -77* | 2.1µM* | ? | -5% | -10%
O=C(CCc1nc(-c2cccs2)no1)NCc1ccc(F)cc1Cl | ? | 0.7 | 13 | 3 | 1 | 0% | 4% | 5% | -4%
COc1ccc(-n2nc(C(=O)NCC(=O)N3CCN(C)CC3)c3ccccc3c2=O)cc1 | 11% | -1.2 | 1 | -5 | -10 | -3% | 20% | 8% | 2%
Cc1ccc([N+](=O)[O-])c(OCCCNCC(C)O)c1 (configuration not stated) | -6%[7.66 µM] | -0.6 | ? | -16 | 1 | -7% | -1%[7.66 µM] | -4% | -8%
CCN(C(=O)COC(=O)c1n[nH]c2ccccc12)C1CCS(=O)(=O)C1 (configuration not stated) | 21% | 0.0 | 14 | 4 | 2 | -13% | 4% | -3% | 9%
Cc1cccc(NC(=O)C2CCN(C(=O)c3ccc(Cl)cc3)CC2)n1 | -5% | -0.7 | 7 | 5 | 2 | 0% | -9% | -12% | -7%
COc1ccccc1N1CCN(CC(O)COc2cccc3ccccc23)CC1 (configuration not stated) | ? | -0.3&0.0 | -99* | -74&-73&-19 | 17&21 | -22%&-7% | 3%&0% | -6%&-3%&-1% | -6%&-4%
C[C@@H]1CCCCO[C@@H](CN(C)S(=O)(=O)c2ccc(Cl)cc2)[C@@H](C)CN([C@H](C)CO)C(=O)c2cc(N(C)C)ccc2O1 | 15% | -1.1 | 2 | 3 | 4 | 1% | 1% | -8% | -6%
CCNc1cc2oc(=O)c(CN3CCOCC3)c(C)c2cc1C | ? | -0.6 | -67* | -12 | 6 | -6% | nt | -4% | -1%
CN1CCN(S(=O)(=O)c2ccc(C#N)cc2)C(c2ccccc2)C1 (configuration not stated) | 15% | 0.7 | 4 | 1 | 1 | 2% | 2% | -1% | 4%
Cc1ccccc1-n1c(C)cc(/C=C(\C#N)C(=O)NCC2CCCO2)c1C (configuration not stated) | ? | -0.4 | -20 | -6 | 0 | -9% | -6% | 6% | 4%
CC(=O)Nc1cccc(NC(=O)CSc2nnc3ccc(-c4ccccn4)nn23)c1 | 17% | 0.2 | 1 | 0 | 5 | -2% | -6% | 6% | 3%

# Overlap with the part before: 2 entries, followed by the next part.
SMILES | GLP-1R inv ag | IL2 activator | DRD3 antagonist | DRD3 agonist | PI5P4Ka inh | PLK1 PBD block | GLP1R cytotox | GLP1R ag | WRN helicase inh
Cc1ccccc1-n1c(C)cc(/C=C(\C#N)C(=O)NCC2CCCO2)c1C (configuration not stated) | ? | -0.4 | -20 | -6 | 0 | -9% | -6% | 6% | 4%
CC(=O)Nc1cccc(NC(=O)CSc2nnc3ccc(-c4ccccn4)nn23)c1 | 17% | 0.2 | 1 | 0 | 5 | -2% | -6% | 6% | 3%
Cc1nnc(NC(=O)CCn2cnc3ccccc3c2=O)s1 | 10%[7.66 µM] | -0.1 | 5 | 7 | -8 | -3% | 2%[7.66 µM] | 1% | 7%
O=C(/C=C/c1ccc(S(=O)(=O)N2CCOCC2)cc1)Nc1ccc(F)c(F)c1F | -2% | -5.7 | 3 | 2 | -7 | 4% | -8% | -26% | 4%
COc1cccc(NC(=O)C2CCCN2C(=O)OCc2ccccc2)c1 (configuration not stated) | -7% | 4.0 | -12 | -4 | -5 | -10% | -7% | 8% | -30%
CN(c1ccc(OCC(=O)NC2CCC(O)CC2)cc1)S(=O)(=O)c1ccc(Cl)cc1 (configuration not stated) | -15% | 2.3 | 3 | 3 | 1 | 0% | -10% | 4% | 6%
CCOC(=O)c1ccc(-n2c(CN(CC)CC)nc3ccc([N+](=O)[O-])cc3c2=O)cc1 | 16% | -0.7 | -11 | 0 | -27 | ? | -5% | -3% | -10%
N#Cc1cccnc1N1CCN(C(=O)c2cccc3c2C(=O)c2ccc(-c4ccc(F)cc4OCc4ccccc4)cc2S3(=O)=O)CC1 | 1% | -0.4 | 30 | 3 | -5 | 3% | 0% | 1% | 1%
CN(C(=O)CSc1nnnn1-c1ccccc1)C1CCS(=O)(=O)C1 (configuration not stated) | 18% | -1.3 | -7 | 1 | 0 | -19% | -1% | -1% | 1%
CC(C)C(=O)N1CCN(c2ccc(NC(=O)c3ccc4c(c3)OCCO4)cc2Cl)CC1 | -20% | -0.1 | 109 | 25 | nt | -5% | ? | -19% | -6%
CCN1CCN(Cc2nc3cc(NC(=O)COc4ccc([N+](=O)[O-])cc4)ccc3n2C)CC1 | ? | -2.7 | -12 | 0 | -5 | -12% | -24% | -5% | -6%
OCCNc1ncnc2c1ncn2[C@H]1CN(Cc2ccc(-c3ccccc3)cc2)C[C@@H](CO)O1 | 4% | 2.5 | 11 | 1 | 4 | -2% | 1% | -1% | 1%
Cc1ccccc1SCC(=O)N1CCN(c2ccc(C(F)(F)F)cn2)CC1 | ? | -3.3 | 13 | 4 | 10 | -15% | 4% | 10% | -13%
C[C@H](CO)NC(=O)[C@@H]1C[C@H]1[C@@H](NP(=O)(c1ccccc1)c1ccccc1)c1ccccc1 | 17% | -3.0 | -12 | -37 | 10 | 1% | 1% | -6% | -3%
C[C@@H]1CN([C@@H](C)CO)C(=O)CCCn2nncc2CO[C@H]1CN(C)Cc1cccc(O)c1 | -15% | 2.3 | -3 | 10 | 1 | -14% | 5% | -1% | 0%
CC(C)Cn1c(N2CCN(C(=O)c3cccs3)CC2)nc2ccccc21 | ? | -0.7 | -3 | -1 | 1 | 0% | -22% | 5% | -2%
COC(=O)Cc1[nH]nc2c1C1(CCSCC1)C(C#N)=C(N)O2 | 5% | -1.8 | -14 | -5 | nt | -6% | -16% | -1% | 4%
O=C(COc1ccc(Br)cc1CO)N1CCCc2ccccc21 | ? | -0.6 | -2 | -6 | 0 | -4% | -15% | 12% | 15%
Oc1c(C(c2cccs2)N2CCN(c3ccccc3)CC2)sc2ncnn12 (configuration not stated) | -16% | -1.2 | 16 | 1 | -4 | -4% | -35% | -5% | 5%
CCOc1ccc(NC(=O)C(C)N2C(=O)c3ccccc3C2=O)cc1 (configuration not stated) | -9% | -0.1 | -20 | -13 | 7 | -11% | 14% | 2% | ?
O=S(=O)(NCC1CCCO1)c1ccc(Cl)c(C(F)(F)F)c1 (configuration not stated) | -29% | 1.8 | 19 | 3 | nt | 3% | -4% | -6% | 6%
COc1ccc(C/C(N)=N/OC(=O)COc2ccccc2C)cc1 | -28% | 0.1 | -18 | 1 | 1 | -10% | 3% | 1% | -21%

# In the list so far, these contain a Cl atom.
SMILES | GLP-1R inv ag | IL2 activator | DRD3 antagonist | DRD3 agonist | PI5P4Ka inh | PLK1 PBD block | GLP1R cytotox | GLP1R ag | WRN helicase inh
CC(Sc1nc(-c2ccc(F)cc2)cs1)C(=O)Nc1ccc(Cl)cn1 (configuration not stated) | 2% | -1.0 | 42 | 12 | 2 | -7% | -1% | -1% | 0%
O=C(CCc1nc(-c2cccs2)no1)NCc1ccc(F)cc1Cl | ? | 0.7 | 13 | 3 | 1 | 0% | 4% | 5% | -4%
Cc1cccc(NC(=O)C2CCN(C(=O)c3ccc(Cl)cc3)CC2)n1 | -5% | -0.7 | 7 | 5 | 2 | 0% | -9% | -12% | -7%
C[C@@H]1CCCCO[C@@H](CN(C)S(=O)(=O)c2ccc(Cl)cc2)[C@@H](C)CN([C@H](C)CO)C(=O)c2cc(N(C)C)ccc2O1 | 15% | -1.1 | 2 | 3 | 4 | 1% | 1% | -8% | -6%
CN(c1ccc(OCC(=O)NC2CCC(O)CC2)cc1)S(=O)(=O)c1ccc(Cl)cc1 (configuration not stated) | -15% | 2.3 | 3 | 3 | 1 | 0% | -10% | 4% | 6%
CC(C)C(=O)N1CCN(c2ccc(NC(=O)c3ccc4c(c3)OCCO4)cc2Cl)CC1 | -20% | -0.1 | 109 | 25 | nt | -5% | ? | -19% | -6%
O=S(=O)(NCC1CCCO1)c1ccc(Cl)c(C(F)(F)F)c1 (configuration not stated) | -29% | 1.8 | 19 | 3 | nt | 3% | -4% | -6% | 6%
